Screening results as filed in PubChem.
mIAP block – inhibitors of mouse IAP, primary screen, biochemical, luminescence, uHTS | 330,000 compounds, 0.2% hits | inhibition, % at 10 µM | purified mouse IAP, CDP-Star luminescence, 30 min;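 active = inhibition of at least 40% at 10 µM in the primary screen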;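 also: plate controls were DMSO with enzyme for no effect and no enzyme wells for full effect; values of inactives mirror those of a sister screen read the other way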
MPTP block – mitochondrial permeability transition pore inhibitors, primary screen, biochemical, isolated mouse mitochondria, absorbance. Ca2+ swelling absorbance, 30 min. 360,000 compounds, 1.4% hits. inhibition, % at 10 µM. AID 602449, 2012;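 active = inhibition of 50% or more, scaled per plate between neutral and stimulator controls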;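 also: 0% = DMSO wells given calcium and 100% = 1 mM EGTA wells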
hIAP block – human IAP inhibitors, primary screen, biochemical, luminescence, uHTS | Intestinal-type alkaline phosphatase (Homo sapiens), P09923 | 330,000 compounds, 0.12% hits | purified IAP, CDP-Star luminescence, 30 min | inhibition, % at 10 µM;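 active = inhibition reaching a set limit with compound at 10 µM in the primary screen, cut at about 35% in these data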;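 also: plate controls were DMSO wells with enzyme for no effect and no-enzyme buffer wells for full effect; values of inactives mirror those of a sister screen read the other way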
Target sequence (P09923 whole entry, looked up): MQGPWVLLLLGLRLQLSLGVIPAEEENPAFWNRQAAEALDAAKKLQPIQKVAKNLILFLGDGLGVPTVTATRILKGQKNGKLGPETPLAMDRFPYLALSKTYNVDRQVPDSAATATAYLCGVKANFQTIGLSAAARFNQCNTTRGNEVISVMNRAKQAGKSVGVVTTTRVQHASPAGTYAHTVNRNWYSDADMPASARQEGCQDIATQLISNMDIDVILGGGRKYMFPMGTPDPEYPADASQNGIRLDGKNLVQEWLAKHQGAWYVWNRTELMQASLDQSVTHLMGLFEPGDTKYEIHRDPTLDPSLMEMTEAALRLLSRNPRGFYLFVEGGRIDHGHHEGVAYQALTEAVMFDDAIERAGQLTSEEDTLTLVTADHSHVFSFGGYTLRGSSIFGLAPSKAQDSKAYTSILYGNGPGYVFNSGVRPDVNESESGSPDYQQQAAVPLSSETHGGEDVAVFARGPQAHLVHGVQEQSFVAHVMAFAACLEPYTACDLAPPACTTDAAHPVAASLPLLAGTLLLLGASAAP
APOBEC3G inh – APOBEC3G DNA deaminase inhibitors, primary screen, biochemical, fluorescence, single-stranded DNA substrate, uHTS | DNA dC->dU-editing enzyme APOBEC-3G (Homo sapiens), Q9HC16 | recombinant A3G, ssDNA deamination FAM/TAMRA fluorescence | inhibition, % at 20 µM | 330,000 compounds, 0.28% hits;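 active = inhibition of at least 40% at 20 µM, with no more than 30% in the related APOBEC3A deaminase screen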;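 also: plate controls were DMSO wells with A3G for no effect and wells lacking A3G enzyme for full effect; some compounds called inactive have numbers as strong as hits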
Target sequence (Q9HC16 whole entry, looked up): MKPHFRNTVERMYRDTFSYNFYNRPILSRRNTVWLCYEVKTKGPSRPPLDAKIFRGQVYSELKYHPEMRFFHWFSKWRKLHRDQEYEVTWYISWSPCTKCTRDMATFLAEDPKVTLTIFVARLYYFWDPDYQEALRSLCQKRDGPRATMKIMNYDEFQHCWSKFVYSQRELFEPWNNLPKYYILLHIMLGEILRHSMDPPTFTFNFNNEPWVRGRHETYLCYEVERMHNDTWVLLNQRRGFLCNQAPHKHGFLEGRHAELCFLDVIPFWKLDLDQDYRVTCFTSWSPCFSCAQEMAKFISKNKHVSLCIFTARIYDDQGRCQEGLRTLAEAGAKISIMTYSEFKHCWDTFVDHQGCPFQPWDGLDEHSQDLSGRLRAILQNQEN
MIN6 prolif – inducers of MIN6 beta-cell proliferation, primary screen, ATP luminescence, uHTS; MIN6 cells proliferation, ATPlite luminescence, 48 h; cells starved in 0.2% serum; 100% = growth in 10% serum; proliferation, % at 10 µM; 330,000 compounds, 0.29% hits;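 active = compounds whose signal lies at least 3.5 SD above the mean of all wells on their plate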;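 also: 0% = DMSO-treated cells in low-serum medium and 100% = 10% serum control; some compounds called inactive have numbers as strong as hits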
A3A deaminase – APOBEC3A ssDNA deaminase inhibitors, primary screen, selectivity assay for APOBEC3G inhibitor project, biochemical, FAM/TAMRA oligo cleavage fluorescence | 330,000 compounds, 0.41% hits | recombinant A3A, FAM/TAMRA ssDNA deamination fluorescence | inhibition, % at 20 µM;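 active = at least 40% inhibition at 20 µM here, with at most 30% in a related deaminase screen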;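 also: plate controls were A3A with DMSO for no effect and wells lacking A3A enzyme for full effect; some results filed as inactive read as strong as hits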
ATG4B inh – ATG4B protease inhibitors, primary screen, biochemical, fluorescence, uHTS. Cysteine protease ATG4B (Homo sapiens), Q9Y4P1. ATG4B cleavage of LC3-PLA2, NBD-HPC fluorescence, 1 h. inhibition, % at 8.33 µM. 340,000 compounds, 0.51% hits. AID 504462, 2011; in the data active = inhibition above about 40%
hIAP act – human IAP activators, primary screen, biochemical, luminescence, uHTS | 330,000 compounds, 0.16% hits | purified human IAP, CDP-Star luminescence, 30 min; hits give high values; 1 = vehicle-only enzyme, 0 = enzyme-free background | activation factor at 10 µM | Intestinal-type alkaline phosphatase (Homo sapiens), P09923;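 active = activation factor of the enzyme at least 2-fold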; also: the source names both 10 and 20 µM as test concentration; values of inactives mirror those of a sister screen read the other way
mIAP activ – activators of mouse IAP, primary screen, biochemical, luminescence, uHTS; activation factor at 10 µM; 330,000 compounds, 0.24% hits; muIAP, CDP-Star luminescence, 30 min; hits give high values; 1 = vehicle-only enzyme signal, 0 = enzyme-free wells;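 active = activation factor of at least 2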; also: the source names both 10 and 20 µM as test concentration; values of inactives mirror those of a sister screen read the other way
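System: Mouse IAP enzyme | Also added: CDP-Star substrate | Dosing: Compounds dispensed in DMSO | Schedule: 30 min enzyme-substrate-compound incubation at room temperature | Technique: Chemiluminescence readout | Control set: DMSO-only wells and no-enzyme negative control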
* = called active by the depositor; / = not tested or not shown.

Each structure is followed by: mIAP block	MPTP block	hIAP block	APOBEC3G inh	MIN6 prolif	A3A deaminase	ATG4B inh	hIAP act	mIAP activ
CN(C)c1ccc(NC(=O)COC(=O)CCC(=O)c2ccc(F)cc2)cc1
  7	0.8	-8	-9	-1	-4	-5	1.1	0.93
CCCCN(C)C(=O)C1CCN(CCCc2ccccc2)CC1
  -8	1.8	3	-7	-3	-5	-12	0.97	1.1
CC(C)c1ccc(O)c(NC(=O)c2cccnc2)c1
  -1	0.0	0	-3	-1	3	6	1	1
Cc1ccc(C)c(NC(=O)CSc2nnc(Cc3cccn3C)n2-c2ccc(F)cc2)c1
  1	-2.2	2	-6	0	-2	0	0.98	0.99
COc1ccccc1C1NC(=O)NC(C)=C1C(=O)OC1CCC(C)CC1 (configuration not stated)
  -8	-0.2	-18	-5	-1	-6	-5	1.2	1.1
Cc1ccccc1Cn1c2ccccc2c2cnn(CC(=O)NCCCN3CCOCC3)c(=O)c21
  6	-0.3	-6	-7	4	-4	-7	1.1	0.94
COc1ccc(N2C(=O)CC(C)(C)CC2=O)cc1OC
  -6	0.1	0	-9	-3	0	10	1	1.1
Cc1ccc(CN(C(=O)c2ccccc2[N+](=O)[O-])C2CCS(=O)(=O)C2)o1 (configuration not stated)
  -1	-0.2	-18	-2	5	-6	-2	1.2	1
Cn1c(/C(C#N)=C(\O)c2cccc(F)c2)nc2ccccc21
  3	0.1	-5	0	4	1	2	1.1	0.97
CC(C)C(=O)Nc1cc(C(F)(F)F)ccc1-n1ccnc1
  7	0.7	-3	-3	-2	-3	-1	1	0.93
O=C(CN1C(=O)NC2(CCOc3ccccc32)C1=O)NCCc1ccc(F)cc1 (configuration not stated)
  1	-1.4	-4	-5	2	1	-1	1	0.99
CCOC(=O)C1=C(c2ccccc2)NC(SCC(=O)Nc2ccccc2C)=C(C#N)C1c1ccco1 (configuration not stated)
  5	21	-9	-3	-4	0	66*	1.1	0.95
COc1ccc(C2(C#N)CCC(=O)N2c2ccccc2)cc1 (configuration not stated)
  -2	1.9	13	-3	-1	-2	0	0.87	1
C=CCNC(=O)C(=O)c1c(-c2ccccc2)[nH]c2ccccc12
  0	0.0	16	-11	0	-6	-2	0.84	1
COc1ccc(C(=O)NC2CCN(C(=O)Nc3ccccc3Cl)CC2)cc1
  -4	-1.2	-6	-6	1	-1	0	1.1	1
O=C(CC1C(=O)NCCN1C(=O)c1ccc([N+](=O)[O-])cc1)Nc1ccc(F)cc1 (configuration not stated)
  3	-2.2	3	-4	-2	-3	5	0.97	0.97
COc1ccccc1/C=C/C1C(C(=O)OCC(C)C)=C(C)N=C2SCCC(=O)N21 (configuration not stated)
  8	1.1	19	-6	-7	4	3	0.81	0.93
CCOC(=O)C1=C(C)c2ccccc2N(S(=O)(=O)C(F)(F)F)C1C(=O)OCC (configuration not stated)
  10	3.7	/	8	/	8	-1	/	0.9
CCN1CCN(S(=O)(=O)c2ccc(F)c(C(=O)Nc3c(F)cc(F)cc3Br)c2)CC1
  4	0.0	-4	-5	-2	1	0	1	0.96
N#Cc1cccc(NC(=O)CN2CCCCCC2)c1
  -7	0.2	-20	2	0	-2	1	1.2	1.1

Additional compounds
Each structure is followed by: mIAP block	MPTP block	hIAP block	APOBEC3G inh	MIN6 prolif	A3A deaminase	ATG4B inh	hIAP act	mIAP activ
CCCN1CCN(C(=O)c2oc3c(Cl)cccc3c2C)CC1
  4	-0.3	20	-10	0	-5	5	0.8	0.96
CC(=O)Nc1ccc(S(=O)(=O)N2CCC(C(=O)NCCC(=O)Nc3ccccc3)CC2)cc1
  -5	-0.6	-27	-4	-1	0	7	1.3	1.1
COC(=O)Cn1nnc2c(cnn2-c2ccccc2)c1=O
  1	1.2	-11	-9	0	0	5	1.1	0.99
O=C(CSc1ccc(-c2ccccn2)nn1)Nc1ccc(F)cc1F
  5	0.3	15	-4	-4	-3	4	0.85	0.95
Cc1nc(N2CCN(S(=O)(=O)c3ccccc3C#N)CC2)c2c(-c3ccccc3)csc2n1
  8	-0.6	10	-2	-4	-1	-2	0.91	0.92
Cc1cc(C)cc(N(CC(=O)NC(C)(C)C)C(=O)CNC(=O)c2cccs2)c1
  5	0.4	-22	-4	0	-2	-8	1.2	0.95
CSc1cccc(NC(=O)CN2C(=O)c3ccccc3S2(=O)=O)c1
  -6	0.1	-25	-1	-2	2	-13	1.3	1.1
CC(C)(C)Nc1nc2cc([N+](=O)[O-])ccc2o1
  -6	-3.4	-10	7	-4	1	3	1.1	1.1
CCOC1(OCC)C(c2ccc(N)cc2)C(C#N)(C#N)C1(OCC)OCC (configuration not stated)
  -4	5.2	11	-2	6	-2	-14	0.89	1
COc1cc(C(=O)NCCc2ccc(S(=O)(=O)N3CCCC3)cc2)cc(OC)c1OC
  0	0.9	9	-13	-4	-3	-7	0.91	1
Cc1occc1-c1nnc(SCC(=O)N2CCN(c3ccc(F)cc3)CC2)n1C
  -4	0.4	0	-2	-2	-1	-14	1	1
CCC(C(=O)NC1CC1)n1nc(C)c2c(C)n(-c3ccc(C)cc3)nc2c1=O (configuration not stated)
  3	0.8	-2	-1	-2	-1	-2	1	0.97
Cc1ccc(/C=C/S(=O)(=O)NCc2ccc(F)cc2)cc1
  6	-1.7	-2	-5	-2	-3	17	1	0.94
CCCS(=O)(=O)C(=C(Nc1ccc(OC)cc1)Nc1ccc(OC)cc1)S(=O)(=O)CCC
  9	-0.6	-8	-5	-1	-2	-17	1.1	0.91
O=C(O)c1cc(C2CC2)nc2ccccc12
  -5	-0.6	13	-10	-6	-6	2	0.87	1.1
CC(C)CCN1C(=O)c2ccc(C(=O)NCC3CCCO3)cc2C1=O (configuration not stated)
  -12	0.8	-6	-5	-2	-3	2	1.1	1.1
COC(=O)C(O)(NC(=O)NC(C)=O)C(F)(F)F (configuration not stated)
  -2	-0.4	-3	-7	0	-4	5	1	1
CN1CCN(C(=O)c2cc3nc(-c4ccccc4)cc(-c4ccccc4)n3n2)CC1
  -3	-0.8	11	-3	-2	-4	5	0.89	1
Cc1cccc(-c2noc(CCC(=O)Nc3ccc(C(N)=O)cc3)n2)c1
  1	3.2	-4	-6	3	-4	-7	1	0.99
CCC(Oc1ccccc1)C(=O)N1CCC(C(N)=O)CC1 (configuration not stated)
  -5	-0.4	-11	-2	2	-4	-10	1.1	1.1

Next section, overlapping the part above by four compounds.
Each structure is followed by: mIAP block	MPTP block	hIAP block	APOBEC3G inh	MIN6 prolif	A3A deaminase	ATG4B inh	hIAP act	mIAP activ
COC(=O)C(O)(NC(=O)NC(C)=O)C(F)(F)F (configuration not stated)
  -2	-0.4	-3	-7	0	-4	5	1	1
CN1CCN(C(=O)c2cc3nc(-c4ccccc4)cc(-c4ccccc4)n3n2)CC1
  -3	-0.8	11	-3	-2	-4	5	0.89	1
Cc1cccc(-c2noc(CCC(=O)Nc3ccc(C(N)=O)cc3)n2)c1
  1	3.2	-4	-6	3	-4	-7	1	0.99
CCC(Oc1ccccc1)C(=O)N1CCC(C(N)=O)CC1 (configuration not stated)
  -5	-0.4	-11	-2	2	-4	-10	1.1	1.1
COc1cc(-c2nc(C)c(C(C)=O)n2O)ccc1OCC(=O)Nc1ccc(F)cc1
  -7	-0.7	-2	-3	-2	-3	-10	1	1.1
COc1ccc(C)cc1NC(=O)c1nnn(Cc2cccc(F)c2)c1N
  -4	2.0	-9	-9	-1	-2	8	1.1	1
CCOC(=O)N1CCN(c2ccc(S(=O)(=O)N3CCOCC3)cn2)CC1
  1	-0.4	-4	-7	2	-6	7	1	0.99
Cc1ccc(C(=O)NC(C)CCc2ccccc2)cc1S(=O)(=O)N1CCOCC1 (configuration not stated)
  0	-0.7	0	-1	-3	1	1	1	1
CC1Cc2ccccc2N1S(=O)(=O)c1cccc(C(=O)Nc2cccnc2)c1 (configuration not stated)
  7	4.3	-3	2	-3	4	-12	1	0.93
C#CCNC(=O)C1=C[C@@H](c2ccc(C(F)(F)F)cc2)C[C@@H](OCc2ccc(CO)cc2)O1
  2	-2.9	3	17	-6	2	0	0.97	0.98
COc1ccc(CN2CCN(C(=O)C3CCN(S(=O)(=O)c4cccs4)CC3)CC2)c(OC)c1OC
  -3	-1.0	16	-1	2	1	-9	0.84	1
O=C(NCC(=O)N(CC1CCCO1)C1(C(=O)NC2CCCC2)CCCCC1)c1ccccc1 (configuration not stated)
  -8	-0.8	1	-2	-5	-2	-9	0.99	1.1
Cc1ccc(Nc2nc(N)nc(CSCCO)n2)cc1
  -7	0.4	-18	-9	-2	-2	-2	1.2	1.1
CN1CCN(S(=O)(=O)c2cccc(C(=O)Nc3nc(-c4ccccc4)cs3)c2)CC1
  16	0.4	3	-3	-5	3	-7	0.97	0.84
Cc1ccc(CSC2=Nc3ccccc3C3=NC(CC(=O)NCc4ccco4)C(=O)N23)cc1 (configuration not stated)
  9	0.9	-13	-4	-2	-3	-12	1.1	0.91
CN(CC(=O)N1CCOCC1)C(=O)CSc1nc2ccccc2s1
  5	1.0	13	-8	-1	-5	-1	0.87	0.95
CCC(=O)c1cc2c(C)cc(=O)oc2c(C)c1OC
  -7	0.4	5	1	1	1	6	0.95	1.1
COCC(=O)Nc1cccc(Br)c1
  9	-1.4	5	-3	-1	-1	-5	0.95	0.91
C=C1CCN([C@@H](C)C(=O)OCc2cccc(C)c2)S(=O)(=O)c2ccccc21
  -1	-0.5	0	17	-2	4	3	1	1
